CASP6 VEID inh: blocks human caspase-6 cleavage activity. purified caspase-6, Z-VEID-R110 cleavage fluorescence. inhibition, % at 12.5 µM. 0.53% of 350,000 active. AID 686996;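 active = mean inhibition across replicates at least about 35%, with every replicate also reaching that limit, limit read from the data; inconclusive = only one of the two criteria met; inactive = neither criterion met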;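 note: 0% = median of neutral control wells and 100% = no fluorescence left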
XiGFP reactiv: reactivates the inactive X chromosome in mouse fibroblasts | XiGFP mouse fibroblasts, % GFP-positive cells imaging, 3 d; cells co-treated with 5-aza-dC sensitizer; scaled so ellipticine positive control = 100% | activation, % at 7.58 µM | 0.055% of 360,000 active | AID 743238;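 active = mean normalized replicate activation at least 10% and every replicate at or above 10%; inconclusive = only one of the two criteria met; inactive = mean below 10% and not all replicates reach 10%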;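 note: 0% = median of on-plate neutral control wells and 100% = ellipticine 6 µM median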
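Schedule: 3 d treatment, 15 min room-temperature fixation; system: 68-5-11 XiGFP fibroblast line; buffer or medium: DMEM plus 5-aza-dC sensitizer; control set: ellipticine 6 µM positive control; compound: one concentration, pinned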
RAD52 anneal inh: RAD52 (human) annealing inhibition; inhibition, % at 18.7 µM; AID 651710; 0.46% of 360,000 active; recombinant RAD52 DNA annealing, FRET fluorescence;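 active = every replicate showing at least 50% inhibition; inconclusive = mean inhibition at least 50% but not in every replicate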
Target sequence (P43351 whole entry, looked up): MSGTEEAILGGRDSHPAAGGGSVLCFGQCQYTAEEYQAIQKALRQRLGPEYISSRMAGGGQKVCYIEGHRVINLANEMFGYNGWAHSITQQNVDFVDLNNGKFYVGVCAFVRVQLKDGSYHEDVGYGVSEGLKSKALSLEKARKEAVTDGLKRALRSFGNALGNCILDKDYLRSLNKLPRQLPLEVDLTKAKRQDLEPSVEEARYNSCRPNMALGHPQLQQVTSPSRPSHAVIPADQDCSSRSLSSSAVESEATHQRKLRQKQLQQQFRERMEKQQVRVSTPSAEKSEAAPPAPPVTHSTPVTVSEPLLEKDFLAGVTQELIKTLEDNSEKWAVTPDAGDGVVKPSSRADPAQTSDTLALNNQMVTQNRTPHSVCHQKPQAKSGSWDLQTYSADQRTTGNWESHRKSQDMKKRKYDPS
GSIS activator: GLuc luminescence reporter in INS-1E cells, primary screen for activators of glucose-dependent secretion of insulin; INS-1E GLuc reporter insulin secretion, 2-3 h; activation, % at 16.6 µM; 0.61% of 370,000 active; AID 743287;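 active = lowest replicate activation of at least 40%, so every replicate reaches that level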;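 note: 0% = median of neutral control wells and 100% = median of IBMX positive control wells; some compounds called inactive have numbers as strong as hits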
RAD54 branch: RAD54 (human) branch migration inhibition; 0.14% of 360,000 active; inhibition, % at 10.4 µM; RAD54 Holliday junction branch migration, FAM/BHQ fluorescence; AID 602329;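 active = mean normalized replicate activity at least 40 and at least half of replicates scoring 40 or more; inconclusive = only one of the two criteria met; inactive = mean below 40 and under half of replicates reaching 40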;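 note: 0% = median of neutral control wells and 100% = median of positive control wells; inhibitors cause a drop in the FAM fluorescence signal; in these data hits start at about 50%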
F508del corr: CFTR F508del correction in bronchial cells; 0.36% of 350,000 active; activity (quench increase), % at 7.58 µM; AID 720511; CFBE cells, YFP halide quenching; stimulated with forskolin plus potentiator P3; % fluorescence drop versus neutral controls;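 active = mean added fluorescence quench of at least 8% versus neutral control, with both replicates also reaching 8%; inconclusive = only one of the mean or replicate conditions met; inactive = mean below 8% and not both replicates reaching 8%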;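 note: cells transiently co-express mutant CFTR-F508del with the halide-sensitive YFP; corrector assay measuring rescue of mutant channel to the surface after 24 h compound exposure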
DENV2 CPE: protects cells from dengue virus 2 cytopathic effect; CPE inhibition, % at 9.99 µM; AID 651640; 1.7% of 350,000 active; DENV2-infected cells, cytopathic effect rescue, plate reader; in the data active = CPE inhibition above about 20%, passing the limit was not always enough; inconclusive = no clear call, values can overlap the other calls; tested in BHK-21 cells;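 note: 0% = median of neutral control wells and 100% = median of positive control wells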
E-sel inducer: induces E-selectin expression in human endothelial cells; 0.37% of 260,000 active; HUVEC E-selectin immunofluorescence imaging; normalized: neutral wells 0, TNF-alpha wells 100; AID 686992; P16581; activation, % at 7.58 µM;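 active = mean E-selectin-positive cell signal at least 10% of the positive control, reached in at least 60% of replicates, without over 20% cell loss; inconclusive = no rule given, readout overlaps actives, possibly toxicity-flagged; inactive = the rest, including those meeting only one limit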;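 note: in these data hits start at about 27%; measured in HUVEC primary endothelial cells; signal is the percent of cells scored E-selectin positive by PE staining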
Target sequence (P16581 whole entry, looked up): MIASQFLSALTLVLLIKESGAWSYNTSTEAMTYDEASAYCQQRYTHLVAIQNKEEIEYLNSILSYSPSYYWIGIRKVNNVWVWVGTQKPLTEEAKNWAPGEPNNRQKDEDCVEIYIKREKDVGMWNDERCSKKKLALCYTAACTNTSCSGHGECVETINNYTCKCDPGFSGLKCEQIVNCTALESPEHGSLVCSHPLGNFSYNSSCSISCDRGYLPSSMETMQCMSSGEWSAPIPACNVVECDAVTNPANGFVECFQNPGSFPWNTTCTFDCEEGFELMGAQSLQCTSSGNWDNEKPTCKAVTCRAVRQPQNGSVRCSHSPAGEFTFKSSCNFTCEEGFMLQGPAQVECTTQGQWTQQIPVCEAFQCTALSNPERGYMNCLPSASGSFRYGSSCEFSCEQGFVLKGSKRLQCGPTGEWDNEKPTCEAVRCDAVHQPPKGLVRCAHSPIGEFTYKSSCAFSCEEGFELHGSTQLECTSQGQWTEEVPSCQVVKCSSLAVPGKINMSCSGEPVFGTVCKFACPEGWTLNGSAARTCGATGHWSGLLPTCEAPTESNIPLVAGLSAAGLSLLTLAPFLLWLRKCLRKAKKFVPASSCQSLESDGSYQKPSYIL
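Read-out basis: % PE-positive cells; Test system: HUVEC primary endothelial cells; Technique: immunofluorescence imaging; Dosing: single-point compound dose.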
An asterisk follows results filed as active; ? = inconclusive; · = no result given.

Order of values – CASP6 VEID inh, XiGFP reactiv, RAD52 anneal inh, GSIS activator, RAD54 branch, F508del corr, DENV2 CPE, E-sel inducer
CCN(CC)C1=NC=CC(c2ccccc2)=CC1C (stereo not drawn)
→ -0.2, 0.1, -13.1, -10.0, 4.8, ·, ?, -1.5
COC(=O)[C@@]12CCCCN1[C@H](c1ccc(-c3ccc4c(c3)OCO4)c(OC)c1)[C@@H]1C(=O)N(C)C(=O)[C@@H]12
→ 3.6, 0.1, -13.0, -41.3, 4.8, 3.7, -8.7, 0.1
COCCNC(=O)C(=O)c1c(-c2ccccc2)[nH]c2ccccc12
→ 0.4, -0.1, -7.0, 2.3, -5.8, -0.9, 4.6, 6.7
CCOC(=O)c1c(C)cc2c(CO)n[nH]c(=O)c2c1C
→ 1.2, 0.0, -12.2, 27.8, -16.6, -0.9, -10.7, 0.0
O=C(Nc1cccc(Br)c1)C1CCCC1
→ -2.4, 0.0, -5.3, -2.6, 2.7, -0.3, 1.7, 0.7
CCC1CCCCN1CCCNC(=O)Cn1c(=O)c2cccn2c2cccnc21 (stereo not drawn)
→ -13.5, 0.0, -15.4, -5.8, -5.5, -0.2, 7.6, ·
Cc1ccc(CNC(=O)C(NS(=O)(=O)c2cccc3nsnc23)C(C)C)cc1 (stereo not drawn)
→ 1.5, 0.1, -4.6, 3.4, 5.1, -0.8, 2.4, -0.6
Cc1ccc(-n2nnnc2Sc2ccc(S(=O)(=O)NCCN(C)C)cc2[N+](=O)[O-])cc1
→ -6.6, 0.5, 22.7, ·, 1.6, ·, 5.7, 3.9
C#CCNC(=O)C1=C[C@H](c2ccccc2)C[C@H](OCCCCO)O1
→ 3.8, 0.0, -19.1, ·, -12.5, -0.7, -6.9, 1.9
COc1ccc(CCN2C(=O)c3ccccc3C2c2nnnn2-c2c(C)cccc2C)cc1OC (stereo not drawn)
→ 1.4, 0.0, -10.3, -17.8, ·, -1.6, 3.1, 1.8
COc1ccccc1C#Cc1ccc([C@H]2[C@H](CO)N3CCCCN(C(=O)C4CCCC4)C[C@@H]23)cc1
→ -1.2, ·, 55.7*, ·, -0.9, -4.1, 0.8, ·
C[C@@H]1CN([C@H](C)CO)C(=O)c2c(c3ccccc3n2C)-c2ccccc2CO[C@@H]1CN(C)C(=O)Nc1ccccc1
→ -0.7, 0.2, 17.0, -5.9, 9.8, -1.4, -5.6, -0.1
C[C@@H]1CN([C@@H](C)CO)C(=O)c2cc(Br)cnc2O[C@@H]1CN(C)S(=O)(=O)c1ccccc1
→ -0.4, -1.3, 17.7, -14.1, -12.3, 0.6, -6.4, 1.0
C[C@@H]1CN([C@@H](C)CO)C(=O)Cc2cc(NC(=O)C3CC3)ccc2O[C@H]1CN(C)Cc1ccc(C(=O)O)cc1
→ -1.5, 0.1, -2.7, 11.0, -1.0, 1.9, 8.5, -0.1
Cc1noc(C)c1NC(=O)Nc1ccc2c(c1)CC(=O)N([C@@H](C)CO)C[C@H](C)[C@@H](CN(C)S(=O)(=O)c1ccccc1)O2
→ -0.2, 0.0, 11.7, -11.4, 8.0, -3.2, 10.9, 49.5*
COc1cc2[nH]ccc(=O)c2cc1OC
→ -2.3, -0.2, 0.3, ·, -7.3, 3.4, 5.8, 0.3
COc1cccc(CN2CCN(Cc3ccc(O)cc3)CC2CCO)c1 (stereo not drawn)
→ 2.4, 0.0, -11.1, 16.2, ·, 0.2, -1.3, ·
COc1ccc(NS(=O)(=O)c2cc(NC(=O)c3ccc(=O)[nH]n3)ccc2N2CCOCC2)cc1
→ 3.4, 0.0, -0.5, 13.3, 1.6, -1.8, -4.0, ·
COc1ccccc1-c1ccc2c(c1)O[C@@H](CN(C)C(=O)Nc1ccccc1)[C@H](C)CN([C@H](C)CO)S2(=O)=O
→ -3.3, -0.3, 2.6, -21.9, -5.0, 0.4, 2.3, 23.9
Cc1cc(C(C#N)c2ccc(Cl)cc2)c(Cl)cc1NC(=O)c1cc(I)cc(I)c1O (stereo not drawn)
→ 3.9, 0.1, -7.4, ·, 6.1, 3.2, -3.3, -2.2

The closing 2 records of the section above are carried over, then new ones follow:
Order of values – CASP6 VEID inh, XiGFP reactiv, RAD52 anneal inh, GSIS activator, RAD54 branch, F508del corr, DENV2 CPE, E-sel inducer
COc1ccccc1-c1ccc2c(c1)O[C@@H](CN(C)C(=O)Nc1ccccc1)[C@H](C)CN([C@H](C)CO)S2(=O)=O
→ -3.3, -0.3, 2.6, -21.9, -5.0, 0.4, 2.3, 23.9
Cc1cc(C(C#N)c2ccc(Cl)cc2)c(Cl)cc1NC(=O)c1cc(I)cc(I)c1O (stereo not drawn)
→ 3.9, 0.1, -7.4, ·, 6.1, 3.2, -3.3, -2.2
C/C(N)=C(/C#N)C(=O)CSc1n[nH]c(-c2cccs2)n1
→ 4.3, 0.1, -12.6, 11.5, 1.4, 0.7, -2.6, 5.4
COc1ccc(NC(=O)COC(=O)c2cc(=O)c3ccccc3o2)cc1OC
→ -0.5, -0.1, -13.0, 6.9, -6.2, 0.1, -6.4, ·
O=C(NCCc1ccccc1)c1ccc(-c2ccccc2Cl)o1
→ ·, 0.0, -8.9, -1.6, 3.6, 0.8, 19.6, -0.7
Cc1cccn2c(=O)c(C(=O)NCCCN3CC(C)CC(C)C3)c(O)nc12 (stereo not drawn)
→ -21.9, 0.0, -3.6, -7.1, 12.5, -1.2, ?, -1.0
O=C(Nc1cccc(Cl)c1)c1cc(-c2ccco2)on1
→ -1.2, 0.0, -16.7, -1.5, -3.5, 1.6, 0.3, ·
Cn1c(=O)c2c(nc(CN3CCc4ccccc4C3)n2CC(=O)c2ccccc2)n(C)c1=O
→ 12.1, ·, -69.8, 6.8, 7.2, 1.0, 10.6, ·
O=C(NC(=S)Nc1cccc([N+](=O)[O-])c1)C1CCCCC1
→ -3.2, 0.1, -11.7, 8.0, 7.8, -2.1, -3.2, -0.8
O=C1CCc2cc(S(=O)(=O)Nc3ccc(C(F)(F)F)cc3)cc3c2N1CC3
→ 13.0, 0.0, -3.6, -6.4, 0.3, -1.7, -16.6, ?
CC(=O)Nc1ccc(S(=O)(=O)N(C)Cc2cnn(C)c2)cc1
→ 1.6, 0.0, -5.0, -8.0, 15.5, 1.9, -9.1, -0.8
COc1ccc(C(=O)N2CCCC(Nc3ccc(C)c(C)c3)C2)cc1 (stereo not drawn)
→ -1.4, 0.0, -8.2, 0.5, 4.0, -8.1, 3.6, -0.1
COCc1ccccc1C1=CC(=O)C[C@H](c2ccc(OC)cc2)C1
→ -3.9, -0.1, 2.3, -9.3, -15.4, -1.0, -1.6, 0.6
C[C@H]1CN([C@@H](C)CO)S(=O)(=O)c2ccc(C#Cc3cccc(F)c3)cc2O[C@@H]1CN(C)C
→ -0.8, -0.9, 29.3, 18.3, -12.1, 1.1, -5.4, -0.7
COc1ccc(OC)c(/C=C/C(=O)OCC(=O)NCc2ccco2)c1
→ -0.5, 0.4, -13.7, 8.0, 1.9, 2.5, -2.2, -1.0
COC(C[C@H]1O[C@H]1[C@@H](O)[C@H](C)OCc1ccccc1)OC
→ 2.0, 0.0, -13.2, -10.5, 1.4, 2.6, 0.2, -0.2
CC1(C)CC(N(Cc2ccccc2)C(=O)Cc2ccccc2)CCO1 (stereo not drawn)
→ 1.5, 0.6, -6.6, 11.2, -9.6, -2.6, -0.7, 2.9
Clc1ccc(OCCn2cnc(Cl)c2Cl)cc1
→ -1.7, -0.1, 0.7, -15.7, -8.6, -0.1, -1.8, ·
C[C@@H]1CN([C@H](C)CO)C(=O)c2cc(NC(=O)CCC(F)(F)F)ccc2O[C@@H]1CN(C)S(=O)(=O)c1ccccc1
→ 1.9, 1.5, 9.3, 13.7, -8.9, -0.9, -3.7, -0.3
CCOc1ccccc1OCCCC(=O)N1CCN(S(=O)(=O)c2ccccc2C#N)CC1
→ -2.1, 0.1, -49.2, -3.2, -2.1, -3.4, -0.4, 2.9
COc1ccccc1NC(=O)Cn1cc(C(=O)c2ccco2)c2ccccc21
→ 2.8, 0.3, -33.9, -20.4, 5.8, 0.0, -10.4, 4.9
C[C@@H]1CN([C@H](C)CO)C(=O)c2cc(NC(=O)Cc3ccccc3)ccc2O[C@@H](C)CCCCO[C@@H]1CN(C)C(=O)Cc1ccccc1
→ 1.1, 0.3, 6.4, -33.4, -1.3, -0.9, 8.0, -0.3
COc1ccc(NC(=O)Nc2ccc3c(c2)C(=O)N([C@@H](C)CO)C[C@H](C)[C@@H](CN(C)C(=O)CCCN(C)C)OCCCC[C@H](C)O3)cc1
→ -0.8, 0.1, 22.4, 13.4, 13.1, -1.3, -8.0, 0.1
CN(Cc1ccccc1)S(=O)(=O)c1nnc(NC(=O)c2ccccc2)s1
→ 0.4, 0.2, -7.6, 5.7, -3.7, -0.5, 4.1, ·
COc1ccc(CCNC(=O)CSc2nnc(-c3cccc(F)c3)o2)cc1OC
→ -0.6, ·, 1.2, 8.2, -11.1, -1.0, -2.9, ·
Cc1ccc(S(=O)(=O)N(C)C[C@@H]2OCCCC[C@@H](C)Oc3ccc(NC(=O)NC4CCCCC4)cc3C(=O)N([C@@H](C)CO)C[C@@H]2C)cc1
→ 1.8, 0.3, 8.3, -17.7, -6.8, -0.4, -3.8, 0.1
O=C(CCN1C(=O)C2CCCCC2C1=O)Nc1cc([N+](=O)[O-])ccc1Cl (stereo not drawn)
→ 2.2, -0.1, -2.1, -1.6, -6.5, -1.0, 3.3, 0.2
Cc1ccc2c(c1)=N/C(=N\c1[nH]c(O)c3ccccc13)N=2
→ -0.6, -0.1, -90.9, 8.2, 0.6, -3.9, -0.6, -0.4
CN1CCN(C(=O)C[C@@H]2CC[C@@H](NC(=O)c3ccc4c(c3)OCO4)[C@@H](CO)O2)CC1
→ 0.1, 0.0, -4.4, 0.1, 12.6, -0.2, -2.9, 0.3
CN(C)CC(=O)N[C@H]1CC[C@H](CCNC(=O)C2CC2)O[C@H]1CO
→ -17.4, -0.3, -4.6, 16.9, ·, 0.9, 13.3, -0.2
COc1ccc(Nc2nc(C)cc(C)c2C(N)=O)cc1OC
→ -1.4, 0.0, -4.8, -6.0, -11.4, 4.5, -3.4, ·
CCn1ccnc1CN1CCC(n2nccc2NC(=O)CCc2ccccc2)CC1
→ -10.1, 0.2, -28.1, -5.7, 7.1, -1.8, -7.3, 0.3
O=[N+]([O-])c1ccc(-c2cn(-c3ccccc3F)c(=S)[nH]2)cc1
→ 1.1, 0.0, -13.2, -0.2, ·, -1.9, -3.9, -0.3
O=C(CN1C(=O)COc2ccccc21)N1CCN(C2CCCCC2)CC1
→ ·, 0.0, -11.2, 22.5, 8.2, 0.6, 3.2, 0.3
